A549 tox = kills or reduces viability of A549 cells in Nrf2 counter-screen; Potency, µM (titrated, usually from 46 µM), inactives show at the top dose activity change, negative = cytotoxicity, most hits filed as inhibitors; AID 504648; 0.16% of 390,000 active; A549 ARE-Fluc cells, CellTiter-Fluor viability, 18-24 h; further: potency means the concentration at half of the fitted maximal effect; on the % scale 0 is the no-effect control and ±100 the full control effect
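A549 ARE_Fluc cells in 5% FBS OPTI-MEM were exposed to compounds in concentration-response for 18-24 h at 37 deg C. Viability was read by CellTiter-Fluor fluorescence (Ex 405/Em 525) after 30 min, before the luciferase read.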
CCT modulator = cytosolic chaperonin activity modulation | purified chaperonin ATPase assay, HTRF ADP detection, 30 min | activity change, % (no concentration beside the values), hits read low | 0.3% of 360,000 active; in the data active means activity change below about -30%; further: on the % scale 0 is the no-effect control and ±100 the full control effect
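First, chaperonin was dispensed at 40 nM or 20 nM final depending on batch activity. Next, compounds were pinned at 76 uM and ATP added at 10 uM. After 30 min at 37 °C, ADP detection reagents ran 30 min at ambient temperature.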
Nrf2 inh = blocks Nrf2 signaling; A549 ARE-Fluc reporter, luciferase luminescence, 18-24 h; Potency, µM (highest dose often 46 µM), without a hit: at the top dose activity change, negative = inhibition, most hits filed as inhibitors; 2.1% of 360,000 active; AID 504444; further: potency means the concentration at half of the fitted maximal effect; on the % scale 0 is the no-effect control and ±100 the full control effect; nearly all actives have a fitted effect of over 60% in size
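Quantitative HTS in A549 cells stably bearing an antioxidant response element-firefly luciferase construct. Inhibition of Nrf2-driven transcription was scored by luminescence after 18-24 h of compound exposure at 37 °C.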
HepG2 tox = kills HepG2 cells in TGF-b inhibitor counter-screen; 0.76% of 410,000 active; HepG2 CAGA-GFP viability, ATP luminescence, 18 h; Potency, µM (top dose mostly 46.1 µM), without a hit: at the highest dose activity change, negative = cytotoxicity, usual class: cytotoxic; further: potency means the concentration at half of the fitted maximal effect; some results filed as inactive show a strong effect at the top dose
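CellTiter-Glo luminescence gave cytotoxicity after 18 hours at 37 degrees C. The cells were HepG2 CAGA-GFP in 1% FBS DMEM, stimulated with 500 pg/mL TGF-beta after compound addition. %Activity was normalised to no-cell wells (complete cell-killing) and DMSO (no toxicity), and curves were fitted and classified.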
MmCpn inh = blocks the Methanococcus maripaludis chaperonin Mm-Cpn; purified Mm-Cpn ATPase, ADP Transcreener TR-FRET; Potency, µM (series often up to 76.9 µM), without a hit: at the highest dose activity, negative = inhibition, most hits filed as inhibitors; AID 504842; 0.031% of 330,000 active; further: potency means the concentration at half of the fitted maximal effect; on the % scale 0 is the no-effect control and ±100 the full control effect; nearly all actives have a fitted effect of over 80% in size
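Eu-cryptate anti-ADP/ADP-d2 competition gives a ratio inversely related to ADP. Enzyme at 25 nM was pre-exposed to compound for 10 min, then given 10 uM ATP for 30 min, 37°C throughout.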
Abeta rescue = restores growth of yeast expressing A-beta42 peptide; yeast expressing A-beta42, growth rescue, OD600, 48 h; response scale: 0% DMSO, 100% iron-clioquinol control; Potency, µM (highest dose often 46.1 µM), without a hit: at the top dose growth rescue, usual class: activators; 0.063% of 410,000 active; further: potency means the concentration at half of the fitted maximal effect; nearly all actives have a fitted effect of over 55% in size
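Yeast growth medium received pinned compounds, then yeast cells expressing toxic A-beta were added; plates incubated at 30 C for 48 hr. Growth read as absorbance at 600 nm, normalized to DMSO and equimolar FeCl3 plus clioquinol controls.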
pAkt inh = Akt phosphorylation inhibition; activity change, % for hits at 50 µM; Neuro2A IGF-stimulated pAkt S473 HTRF, 20 min; stronger effect = lower value; AID 651550; 0.32% of 360,000 active; in the data active means activity change below about -80%; inconclusive means mostly about -51% to -80%; further: on the % scale 0 is the no-effect control and ±100 the full control effect
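Neuro2A cells (4,500/well, DMEM with 0.5% FBS) were treated with compound at a single 50 µM final concentration, stimulated with 6 nM IGF for 20 min at 37 °C, and lysed. Phospho-Akt Ser473 was read by HTRF as 665/615 ratio ×10^4.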
TGFb inhibitor = inhibitors of TGF-b signaling. HepG2 CAGA-GFP TGF-b/SMAD3 reporter, GFP fluorescence, 18 h; TGF-beta stimulated, 500 pg/mL final. 1.2% of 410,000 active. AID 588855. Potency, µM (series often up to 46.1 µM), for inactives: top-dose activity, negative = inhibition, usual class: inhibitors; further: potency means the concentration at half of the fitted maximal effect; on the % scale 0 is the no-effect control and ±100 the full control effect; nearly all actives have a fitted effect of over 65% in size
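HEPG2 CAGA-GFP reporter cells (1000/well, DMEM with 1% FBS) received compounds, then recombinant TGF-beta at 500 pg/mL final for 18 hours at 37 degrees C. Per-cell GFP summed per well was normalised to unstimulated and stimulated DMSO controls before curve fitting.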
Nrf2 activator = Nrf2 pathway activation | AREc32 ARE-luciferase reporter (MCF7-derived line), luminescence, 24 h | Potency, µM (series often up to 46.1 µM), for the others: top-dose activation, most hits filed as activators | 0.31% of 410,000 active | AID 624171; further: potency means the concentration at half of the fitted maximal effect; % of control where 0% means no effect; nearly all actives have a fitted effect of over 65% in size
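ARE-driven firefly luciferase activity in AREc32 cells measured after a 24 hr compound exposure at 37 deg C, using Steady-Glo reagent and a 30 min room-temperature hold.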
* hit, by the source's call; i = inactive; u = inconclusive; x = no result given; & = joins results of further samples; [ ] = remark or other dose. Unless noted, the call rests on the fitted dose curve; in most records, active means well fitted curve in the direction sought with a large enough effect; inconclusive means small, poorly fitted or top-dose-only effect, or another doubt; inactive means no such curve, though single readings can be large; an effect the other way counts as inactive or inconclusive. Hits appear at their usual frequency (roughly 4.3% active in at least one column).

entry	Molecule	A549 tox	CCT modulator	Nrf2 inh	HepG2 tox	MmCpn inh
1	O=C(NCC1CCCO1)c1ccc2c(=O)n(-c3ccc(F)cc3)c(=S)[nH]c2c1 (stereo not given)	1%	0.9	12%	8%	1%
2	CCCN1CCc2c(sc3nc(SCC)n(-c4ccccc4)c(=O)c23)C1	-12%	-1.4	u	3%	u
3	COc1ccc(C2C(C(=O)O)CC(=O)N2C2CCCCC2)cc1 (stereo not given)	-5%	-3.4	-2%	-10%	1%
4	CCOC(=O)Nc1cccc(NC(=O)c2ccccc2F)c1	-3%	-1.2	4%	-3%	0%
5	O=C(NNc1c(F)c(F)cc(F)c1F)c1ccc(Cl)nc1	2%	-3.2	-12%	3%	-1%
6	C[C@H](CO)N1C[C@H](C)[C@@H](CN(C)C(=O)Nc2ccnc(N3CCOCC3)c2)OCc2cnnn2CCCC1=O	x	0.6	x	-7%	x
7	O=C(c1ccc(F)cc1F)N1CCN(S(=O)(=O)c2ccc3c(c2)OCCO3)CC1	-2%	-0.4	-15%	-2%	1%
8	NC(=O)C1(NC(=O)[C@@H]2CC3(CC(c4cccc(NC(=O)[C@@H]5CCC(=O)N5)c4)=NO3)CN2C(=O)c2ccccc2)CC1 (stereo not given in full)	3%	-1.5	4%	6%	1%
9	CCCNS(=O)(=O)c1ccc(CCC(=O)NCCc2ccc(OC)c(OC)c2)cc1	-3%	-0.4	-1%	-6%	0%
10	CCCC(C)C(=O)Nc1ncc(S(=O)(=O)c2ccc([N+](=O)[O-])cc2)s1 (stereo not given)	0%	0.0	u	-16%	3%
11	CCOC(=O)CC1Sc2ccccc2NC1=O (stereo not given)	3%	0.3	x	-17%	1%
12	CCN(CC)C(=O)Oc1nnc(SC(C)C)n1-c1ccc(Cl)cc1	1%	-0.6	-5%	-1%	1%

entry	Abeta rescue	pAkt inh	TGFb inhibitor	Nrf2 activator
1	0%	i	-14%	0.1%
2	-32%[inhibitor]	i	0%	0.2%
3	-18%	i	1%	0.1%
4	-11%	i	-10%	-0.9%
5	-6%	i	4%	0.3%
6	-9%	i	-9%	0.1%
7	-5%	i	-4%	4.2%
8	-2%	i	2%	-1.2%
9	8%	i	-3%	-0.6%
10	-3%	i	0%	5.8%
11	-15%	i	2%	-0.1%
12	19%	i	-6%	0.1%

Three entries from above, set out differently:
no.	smiles	A549 tox	CCT modulator	Nrf2 inh	HepG2 tox	MmCpn inh	Abeta rescue	pAkt inh	TGFb inhibitor	Nrf2 activator
7	O=C(c1ccc(F)cc1F)N1CCN(S(=O)(=O)c2ccc3c(c2)OCCO3)CC1	-2%	-0.4	-15%	-2%	1%	-5%	i	-4%	4.2%
8	NC(=O)C1(NC(=O)[C@@H]2CC3(CC(c4cccc(NC(=O)[C@@H]5CCC(=O)N5)c4)=NO3)CN2C(=O)c2ccccc2)CC1 (stereo not given in full)	3%	-1.5	4%	6%	1%	-2%	i	2%	-1.2%
9	CCCNS(=O)(=O)c1ccc(CCC(=O)NCCc2ccc(OC)c(OC)c2)cc1	-3%	-0.4	-1%	-6%	0%	8%	i	-3%	-0.6%

New compounds follow
entry	Molecule	A549 tox	CCT modulator	Nrf2 inh	HepG2 tox	MmCpn inh
13	CCO[C@@H]1OC(C(=O)N2CCN(Cc3ccccc3)CC2)=C[C@H](c2ccccc2)[C@H]1CCCO	4%	0.2	26%	5%	x
14	COC(=O)c1cc(NC(=O)c2cnc(SC)nc2-c2ccccc2)cc(C(=O)OC)c1	16%	x	x	-19%	x
15	CC(=O)c1ccc(NC(=O)c2noc3c2CCC3)cc1	u	-3.1	u	-8%	-14%
16	CCCCn1c2ccc(F)cc2c2nnc(SCCN3CCCCC3)nc21	-15%&-6%	-2.2	11%&0%	4%&-68%	2%
17	Cc1ncc([N+](=O)[O-])n1S(=O)(=O)c1ccc2c(c1)OCCO2	5%	-0.2	2%	-10%	x
18	Cc1ccc(NC(=O)CSc2nnc3n2CCCCC3)cc1	-1%	-1.9	9%	-16%	2%
19	CC(=O)Nc1ccc(S(=O)(=O)Nc2nc3ccccc3nc2-n2ccc(=NC(=O)c3ccc(F)cc3)cc2)cc1	3%	-2.3	-4%	-31%	u
20	S=C(Nc1ccccc1Cl)N1CCOCC1	-2%	-1.0	4%	8%	3%
21	Cc1cccc(C(=O)OCC(=O)NCC(C)C)c1O	-2%	2.0	-19%	-14%	1%
22	CCN1CCN(C(CC(C)C)c2nnnn2CS(=O)(=O)c2ccc(C)cc2)CC1 (stereo not given)	0%	-4.1	0%	2%	2%
23	CCOC(=O)[C@@H]1[C@H]2COc3ccc(Br)cc3[C@@H]2N2C(=O)N(c3ccccc3)C(=O)[C@]12C	-1%	-2.2	-21%	-18%	0%
24	COc1ccc(N2CCN(C(=O)CNC(=O)c3cccc(Br)c3)CC2)cc1	2%	-0.9	0%	-15%	-1%

entry	Abeta rescue	pAkt inh	TGFb inhibitor	Nrf2 activator
13	-2%	i	-3%	3.0%
14	2%	x	u	14%
15	-1%	i	0%	-2.4%
16	-6%&-16%	i	129%&10%[activator]	-0.7%&-0.4%
17	-7%	i	-13%	-0.7%
18	1%	i	1%	-0.2%
19	-3%	i	-6%	-0.1%
20	24%	i	-8%	-0.1%
21	0%	i	-13%	0.2%
22	-13%	i	-6%	-0.8%
23	-8%	i	u	-0.9%
24	10%	i	-3%	-0.6%

Continued.
entry	Molecule	A549 tox	CCT modulator	Nrf2 inh	HepG2 tox	MmCpn inh
25	Cc1ccsc1/C=N/NC(=O)C1CC(=O)N(c2ccc(F)cc2)C1 (stereo not given)	-7%	0.7	-18%	-8%	u
26	Cc1cccc(NC(=O)/C(C#N)=C/c2ccc(F)cc2)n1	-8%	-0.8	u	-2%	0%
27	CC(C)(C)NC(=O)C(c1ccc(-c2ccccc2)cc1)N(C[C@H]1CC[C@@H]([C@@H]2CC[C@H](CO)O2)O1)C(=O)c1ccc(-c2ccccc2)cc1 (stereo not given in full)	u	-2.4	u	-2%	-3%
28	CCOC(=O)c1nn(-c2ccc(Cl)cc2)c(C)cc1=O	0%	-2.0	11%	8%	-2%
29	CCOc1cc(N2CCOCC2)c(OCC)cc1NC(=O)CN1C(=O)NC(C)(C2CC2)C1=O (stereo not given)	-2%	-2.4	-18%	-4%	2%
30	CN(C)c1ccc(CC2C(=O)Nc3ccccc32)cc1 (stereo not given)	0%	0.3	9%	-178%	-10%
31	C[C@@H]1CN([C@@H](C)CO)C(=O)c2cccc(NS(=O)(=O)c3cccs3)c2O[C@H]1CN(C)Cc1ccc(C(F)(F)F)cc1	-1%	-2.4	-1%	-3%	-2%
32	Cc1cccc(OCCSc2nc3ccc(NC(=O)COc4ccccc4C)cc3s2)c1	3%	x	20%	-72%	x
33	Cc1ccc(C)c(N2CCN(c3nc4ccccc4c4nc(-c5cccnc5)nn34)CC2)c1	0%	x	14%	5%	x
34	CC(C)Cn1c(N)c(C(=O)COC(=O)C2CCCCC2)c(=O)n(C)c1=O	-9%	0.5	u	-18%	3%
35	O=C(CCNC(=O)c1ccc(Br)cc1)Nc1ncccc1O	0%	0.5	2%	9%	x
36	Nc1ccc(NC(=O)NC2CCCCC2)cc1[N+](=O)[O-]	-5%	0.5	u	2%	2%

entry	Abeta rescue	pAkt inh	TGFb inhibitor	Nrf2 activator
25	-10%	i	u	-0.6%
26	-4%	i	-8%	-0.2%
27	6%	i	u	-0.5%
28	-6%	i	-1%	0.3%
29	13%	i	13%	0.5%
30	-7%	i	-14%	3.5%
31	5%	i	-22%	0.6%
32	-14%	x	-13%	0.1%
33	-18%	x	4%	-1.0%
34	11%	i	-5%	0.1%
35	3%	i	16%	-0.5%
36	1%	i	7%	2.6%

The list continues.
entry	Molecule	A549 tox	CCT modulator	Nrf2 inh	HepG2 tox	MmCpn inh
37	O=C(O)CNS(=O)(=O)c1ccc2c(c1)Cc1cc(S(=O)(=O)NCC(=O)O)ccc1-2	-9%	-0.1	u	-29%	-2%
38	Oc1ccc(/C=C/c2cnccn2)cc1	-10%	-0.7	u	-11%	-2%
39	O=C1/C(=C/c2ccc(N3CCOCC3)o2)SC(=Nc2ccccc2)N1CCc1c[nH]c2ccccc12	u	0.6	u	13µM*	-1%
40	Cc1nn(C(C)(C)C)c(OC(=O)C2CCCC2)c1S(=O)(=O)c1ccccc1	-17%	-1.3	u	2%	1%
41	CCCCC1=CC2=CC(=O)C(C)(OC(=O)CC)C(=O)C2=CN1CCc1ccccn1 (stereo not given)	-3%	-1.6	18%	-8%	-3%
42	CC(C)OC(=O)c1cc(C(=O)c2cc(F)ccc2O)coc1=N	-8%	0.0	1%	-12%	0%
43	COc1ccc(C(C(=O)NC2CCCC2)N(C(=O)c2ccoc2C)c2ccccc2)cc1 (stereo not given)	-9%	1.2	-19%	-19%	-5%
44	Cc1ccc(CN2CCc3nc(N4CCN(C)CC4)ncc3C2)cc1	-1%	x	x	-12%	x

entry	Abeta rescue	pAkt inh	TGFb inhibitor	Nrf2 activator
37	6%	i	-3%	-0.4%
38	-14%	i	7%	20%
39	-22%	i	-1%	u
40	u	i	u	-0.5%
41	-18%	i	-7%	9.6%
42	21%	i	7%	1.9%
43	6%	i	-16%	-0.6%
44	4%	x	-3%	-1.0%
